GLD-1 RNA inh: GLD-1/TGE RNA complex disruptors, primary screen, biochemical, fluorescence polarization. inhibition, % at 5.96 µM. purified GLD-1 + fluorescein TGE RNA. hit rate 0.44% among 320,000. AID 2280, 2010;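 active = percent inhibition above a per-plate cutoff, the plate mean of test compounds plus 3 SD, cut at about 30% in these data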;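 note: 0% = DMSO wells with GLD-1 and probe and 100% = wells lacking GLD-1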
Fam108B inh: mouse Fam108B serine hydrolase inhibitors, primary screen, counter-screen for RBBP9 inhibitor project, biochemical, fluorescence polarization; AID 1947, 2009; inhibition, % at 9.51 µM; hit rate 0.33% among 300,000; recombinant Fam108B, FP-Rh probe fluorescence polarization;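 active = inhibition above the screen mean inhibition plus 3 SD, computed separately per campaign, cut at about 18% in these data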;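 note: inhibitors lower polarization as less probe binds the enzyme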
Efflux pump inh: inhibitors of Candida efflux pumps in yeast, primary screen, S. cerevisiae, Nile Red, multiplex. inhibition, % at 10 µM. hit rate 0.44% among 330,000. S. cerevisiae Candida pump triplex. AID 485275, 2010;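 active = plate passing quality check with inhibition over a set limit, or well fluorescence over plate mean plus 4 SD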;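 note: Nile Red retained in pooled yeast measured as flow cytometry median fluorescence; 0% = buffer negative control and 100% = Enniatin B positive control; higher means more Nile Red kept so more efflux inhibition; some compounds called inactive have numbers as strong as hits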
VLA-4 inh: inhibition in human VLA-4 binding assay, primary screen, VLA-4 allosteric modulator project, MLPCN library, flow cytometry, VLA-4 expressing cells; Integrin alpha-4 (Homo sapiens), P13612; hit rate 0.2% among 330,000; inhibition, % (about 7 µM as worked out from the volumes in the protocol); ligand binding flow cytometry; AID 2557, 2010; in the data active = inhibition above about 50%
Bcl-xL primary: inhibitors of human Bcl-xL, primary screen, biochemical, fluorescence polarization, HTS; Bcl-2-like protein 1 (Homo sapiens), Q07817; GST-Bcl-xL / FITC-Bim BH3 peptide fluorescence polarization; inhibition, % at 10.9 µM; hit rate 0.7% among 320,000; AID 2129, 2009;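 active = inhibition above the mean of all tested compounds plus 3 SD, cutoff set per campaign, cut at about 30% in these data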;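 note: 0% = DMSO wells and 100% = unlabeled Bim-BH3 peptide competitor; inhibitors lower millipolarization by displacing the labeled peptide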
Target sequence (Q07817 whole entry, looked up): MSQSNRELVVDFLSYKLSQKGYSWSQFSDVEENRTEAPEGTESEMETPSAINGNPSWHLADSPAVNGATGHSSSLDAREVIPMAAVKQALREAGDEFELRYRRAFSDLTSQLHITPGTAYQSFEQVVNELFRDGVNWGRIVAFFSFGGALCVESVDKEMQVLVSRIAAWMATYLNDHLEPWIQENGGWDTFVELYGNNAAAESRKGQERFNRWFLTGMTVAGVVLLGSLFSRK
GRK2 aptamer HTS: compounds blocking aptamer binding on GRK2 – biochemical, human GRK2, bead flow cytometry, HTS, primary screen; Beta-adrenergic receptor kinase 1 (Homo sapiens), P25098; FAM-aptamer displacement from GRK2; inhibition of aptamer binding, % at 10 µM; hit rate 0.59% among 330,000; AID 488847, 2010;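 active = inhibition of aptamer binding above 40%, roughly 3 SD of noise, on plates passing a quality check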;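 note: median bead fluorescence of bound FAM aptamer so fluorescent compounds give negative values; no value below 0 was filed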
Target sequence (P25098 whole entry, looked up): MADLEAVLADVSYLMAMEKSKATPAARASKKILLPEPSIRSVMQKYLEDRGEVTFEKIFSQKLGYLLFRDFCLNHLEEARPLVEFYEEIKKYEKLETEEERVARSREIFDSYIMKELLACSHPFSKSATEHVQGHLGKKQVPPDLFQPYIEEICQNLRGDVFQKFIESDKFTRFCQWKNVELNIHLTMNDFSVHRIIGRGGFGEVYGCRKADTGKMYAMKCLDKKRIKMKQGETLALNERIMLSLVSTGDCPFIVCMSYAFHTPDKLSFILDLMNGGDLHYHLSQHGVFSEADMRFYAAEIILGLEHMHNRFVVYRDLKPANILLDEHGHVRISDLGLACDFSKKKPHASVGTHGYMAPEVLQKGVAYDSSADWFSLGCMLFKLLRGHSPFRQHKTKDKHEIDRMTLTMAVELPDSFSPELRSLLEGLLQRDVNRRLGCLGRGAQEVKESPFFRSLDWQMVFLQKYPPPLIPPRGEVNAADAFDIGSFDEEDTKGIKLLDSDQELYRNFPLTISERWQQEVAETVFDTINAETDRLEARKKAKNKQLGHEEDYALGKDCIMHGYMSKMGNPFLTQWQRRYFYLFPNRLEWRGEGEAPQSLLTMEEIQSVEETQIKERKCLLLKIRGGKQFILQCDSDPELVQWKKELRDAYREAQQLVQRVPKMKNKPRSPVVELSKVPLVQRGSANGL
PME-1 primary: PME-1 inhibitors via competitive probe labeling, primary screen, biochemical, fluorescence polarization, FP-Rh probe, HTS. Protein phosphatase methylesterase 1 (Homo sapiens), Q9Y570. AID 2130, 2009. recombinant PME-1. hit rate 0.53% among 320,000. inhibition, % at 5.9 µM;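 active = inhibition above the campaign mean of all compounds plus 3 SD, cut at about 26% in these data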;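 note: competitive labeling of PME-1 active site by serine hydrolase directed probe; 0% = PME-1 with DMSO and 100% = wells lacking PME-1 enzyme; inhibitors block probe labeling so polarization falls and inhibition rises; many of its hits are not listed in these tables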
MCL1-BIM inh: inhibitors of MCL1 binding to BIM-BH3, primary screen, biochemical, fluorescence polarization | Induced myeloid leukemia cell differentiation protein Mcl-1 (Homo sapiens), Q07820 | GST-MCL1 / FITC-Bim-BH3 fluorescence polarization | inhibition, % at 10.9 µM | hit rate 0.68% among 320,000;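 active = inhibition above the mean inhibition of all tested compounds plus 3 SD, set per campaign, cut at about 40% in these data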;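 note: 0% = DMSO wells and 100% = unlabeled Bim-BH3 peptide control; higher means more loss of mP so more displacement of Bim peptide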
MEX-5 binding: MEX-5 zinc finger RNA-binding disruptors – biochemical, C. elegans, fluorescence polarization, MLPCN library, primary screen; activity score (negative = inhibition of binding), % at 10 µM; AID 1832, 2009; Zinc finger protein mex-5 (Caenorhabditis elegans), Q9XUB2; hit rate 0.38% among 300,000; MEX-5/FITC-TCR2 RNA binding; hits give low values;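 active = inhibition past about -25% in most replicates, and total fluorescence under double the plate's negative control median, limit read from the data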;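 note: 0% = DMSO and -100% = 5 µM competing unlabeled TCR2 RNA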
* hit, by the source's call; . = no result given. This is a subset; the hit share may differ from the screen's.

SMILES	GLD-1 RNA inh	Fam108B inh	Efflux pump inh	VLA-4 inh	Bcl-xL primary	GRK2 aptamer HTS	PME-1 primary	MCL1-BIM inh	MEX-5 binding
Cc1ccc(S(=O)(=O)N2CC[C@@H]2C(=O)O)cc1	-7	2	0.0	20	4	0	-6	8	-3.6
COc1ccc(NC(=O)c2cc(N3C(=O)C4C5CCC(C5)C4C3=O)ccc2Cl)c(OC)c1 (stereo unspecified)	5	8	0.0	14	1	2	3	-1	-0.6
CCCCN1C(=O)CCC(C(=O)O)C1c1ccc([N+](=O)[O-])cc1 (stereo unspecified)	2	4	0.0	4	0	0	-3	-1	-0.6
CC(=O)c1c(C)[nH]c(C(=O)N2CCCC(C)C2)c1C (stereo unspecified)	2	8	-0.3	32	2	0	-6	-2	-0.4
O=C(NCCCN1CCOCC1)c1ccccc1-c1ccccc1	0	-1	-0.1	-5	9	1	4	6	1.0
Cc1ccc(C(=O)/C=C/Nc2ccc3c(c2)OCO3)cc1	-13	-2	0.1	-2	-2	3	4	-12	-2.4
O=C1SC(SC(=Nc2ccccc2)Nc2ccccc2)C(=O)N1c1ccccc1 (stereo unspecified)	-1	-4	-0.1	-7	3	2	4	7	0.5
CCCc1nnc(SCC(=O)Nc2nc(C)cs2)n1CCOC	-2	0	0.0	1	6	2	2	4	-0.7
COc1ccc2sc(SCCCS(=O)(=O)O)[n+](CCCS(=O)(=O)[O-])c2c1	1	-6	0.4	13	3	2	1	-2	0.8
Nc1cc(=O)[nH]c(=O)n1CCc1ccccc1	1	-3	0.1	13	4	0	-2	-3	4.8
Cc1nc2ccccc2n1CC(O)COc1ccc(Br)cc1 (stereo unspecified)	-2	-2	0.1	1	1	0	-1	0	-1.5
CCCCC(=O)Nc1ccc(C(=O)Nc2cc(C(F)(F)F)ccc2Cl)cc1	-1	-2	0.2	.	-1	0	4	8	-1.6
CCOc1ncccc1C(=O)Nc1cccc(-c2nnc3n2CCCCC3)c1	-4	1	0.2	68*	-3	2	-2	5	1.7
Cc1c(C(=O)N(Cc2ccccc2)Cc2cccnc2)cnn1-c1ccc(F)cc1	-1	2	0.0	-9	3	0	-1	0	0.8
C/C(=N\NC(=O)Cc1cccc2ccccc12)c1ccncc1	4	0	0.0	6	8	0	3	13	-1.1
CCc1nn(C(C)C(=O)NCc2cccc(Cl)c2)c(=O)c2cc3occc3n12 (stereo unspecified)	-4	1	0.0	0	0	0	-3	3	-1.4
CCc1ccc(OCc2nnc(NC(=O)c3cccs3)s2)cc1	-4	-2	-0.1	2	2	1	-5	1	2.7
COc1cc(Cl)ccc1NC(=S)N(CCN1CCOCC1)C1CCN(C(C)=O)CC1	1	5	-0.1	-4	10	1	-2	13	.
COc1cccc(CNC(=O)[C@H](CCSC)NC(=O)N2CCn3c2nc2ccccc23)c1	1	-2	-0.2	6	1	0	-3	2	-2.2
O=C(COC(=O)c1ccccc1C(=O)N1CCN(c2ccccc2)CC1)NCc1ccccc1	56*	-4	0.2	-4	57*	6	0	52*	-9.8
O=C(CN1CCN(Cc2ccccc2Cl)C1=O)NC1CCCCCC1	-2	1	0.1	11	8	6	-1	0	0.0
COc1ccc(N(C(=O)Cn2nnc3ccccc32)C2(C(=O)NC3CCCC3)CCCCC2)cc1	4	2	0.0	1	2	0	3	3	-2.7
CC(C)(C)n1nnnc1C(c1cccnc1)N1CCN(c2cccc(C(F)(F)F)c2)CC1 (stereo unspecified)	9	-2	0.0	3	10	2	6	7	0.0
O=C1CN(C(=O)/C=C/c2ccccc2F)c2ccccc2N1	-9	2	0.0	9	3	0	6	-2	0.1
Cc1c(CC(=O)NCCCCCC(=O)O)c(=O)oc2c(C)c3oc4c(c3cc12)CCCC4	.	.	-0.1	-32	.	1	.	.	-1.4

Further results.
SMILES	GLD-1 RNA inh	Fam108B inh	Efflux pump inh	VLA-4 inh	Bcl-xL primary	GRK2 aptamer HTS	PME-1 primary	MCL1-BIM inh	MEX-5 binding
C[n+]1cc[nH]c1SCC(=O)c1ccccc1	-4	-1	-0.1	17	-3	0	-1	6	-5.2
Cc1cc2ncc(S(=O)(=O)C(C)(C)C)c(N)n2n1	-5	-4	0.1	-3	2	0	-5	-3	-0.3
COc1ccc2c(COC(=O)CCS(=O)(=O)c3ccccc3)cc(=O)oc2c1	-5	1	-0.1	12	0	0	4	1	1.5
CC(=O)Nc1ccc(S(=O)(=O)c2cc(O)ccc2O)cc1	.	.	0.1	6	.	1	.	.	-1.1
CCOc1ccccc1NC(=O)COC(=O)c1nc2nccc(C)n2n1	-2	.	-0.2	10	.	0	.	.	.
COc1ccc(/C=C/C(=O)OCC(=O)c2ccc[nH]2)cc1	-2	.	0.2	0	6	3	-1	-1	.
COc1ccc(C(=O)OCCCN(C)C)cc1OC	5	5	-0.1	30	1	0	6	0	-1.8
CC(C)CNC(=O)CN(C)S(=O)(=O)c1ccc(F)cc1	-2	12	-0.1	0	3	0	6	4	-0.4
Cc1ccc(S(=O)(=O)N2CCN(C(=O)c3ccc(COc4ccccc4)o3)CC2)cc1	3	.	0.1	14	1	0	7	-2	.
Cc1ccc(C(=O)Nc2ccc3ncccc3c2)cc1	-2	2	-0.2	2	-1	0	-1	-7	-0.3
COc1cccc2c3c(c(=O)[nH]c12)CC(C)(C)O3	2	1	-0.1	1	2	0	2	5	1.8
Cc1ccc(S(=O)(=O)CCC(=O)OCC(=O)c2cc(C)n(C)c2C)cc1	3	.	-0.1	42	4	3	7	3	.
Cc1ccc(OCC(=O)Nc2ccccc2C(=O)NC2CC2)cc1	1	.	0.0	-6	1	0	-47	7	.
Cn1c(Nc2ccc(F)cc2)nc2ccccc21	8	3	-0.1	9	8	0	2	5	1.9
O=C(CN1C(=O)S/C(=C\c2ccccc2F)C1=O)NC1C=CS(=O)(=O)C1 (stereo unspecified)	-1	1	-0.2	7	5	1	6	6	3.0
Cc1ccccc1OCC(=O)NC(=S)Nc1ccc(N2CCCC2)cc1	-1	3	-0.1	18	1	0	-1	1	-0.1
CC(CN1CCOCC1)OC(=O)c1ccc2c(c1)OCCO2 (stereo unspecified)	-2	2	0.0	-4	2	1	-3	3	0.7
Cc1csc(NC(=O)c2ccc(Br)s2)n1	8	-9	0.1	-1	-2	2	-6	-1	-4.8
CCOC(=O)c1sc(NC(=O)c2ccncc2)c(C#N)c1C	3	5	-0.2	0	6	0	-1	9	-1.1
COc1ccc(N2CCN(S(=O)(=O)c3cc(-c4cc(C)no4)ccc3C(C)C)CC2)cc1	-5	4	0.2	2	5	0	8	4	3.1
COc1ccc(C(=O)C2CCCN(C(=O)c3ccc4cc[nH]c4c3)C2)c(C)c1 (stereo unspecified)	-8	5	0.1	-2	4	0	25	3	-4.8
O=C1N[C@@H](Cc2c[nH]c3ccccc23)COC(=O)[C@H](Cc2ccc(F)cc2)C/C=C\C[C@@H]1CC(=O)N(CCO)Cc1ccccc1	0	.	0.5	-6	.	0	.	.	.
COc1ccccc1CN1[C@@H](CC(=O)O)c2cc(F)ccc2S1(=O)=O	-6	5	0.1	29	2	3	-4	-2	2.0
Cn1cc(C(=O)N/N=C/c2c(O)ccc3ccccc23)ccc1=O	-75	16	0.0	14	4	2	13	-2	-2.9
COc1cc(CC(=O)OCC(=O)NC2CCCCC2C)cc(OC)c1OC (stereo unspecified)	0	.	0.0	11	-4	0	1	-2	.

Remaining list, next part.
SMILES	GLD-1 RNA inh	Fam108B inh	Efflux pump inh	VLA-4 inh	Bcl-xL primary	GRK2 aptamer HTS	PME-1 primary	MCL1-BIM inh	MEX-5 binding
Nc1nc(NC(=O)c2ccc(Cl)cc2)nn1-c1ccccc1	0	2	-0.5	-5	-1	0	2	-3	-1.8
OC1(c2ccc3ccccc3c2)CCN(Cc2ccccc2)C1 (stereo unspecified)	0	7	0.0	2	9	0	1	7	1.7
O=C(CSc1nc2ccccc2c(=O)[nH]1)N1CCN(S(=O)(=O)c2ccccc2)CC1	4	-1	0.1	-3	1	0	13	8	-0.3
Cc1ccc(CNS(=O)(=O)c2c(C)[nH]c(=O)[nH]c2=O)cc1	.	.	-0.4	4	.	0	.	.	0.8
Cc1ccc(NC(=O)COC(=O)C2CC(=O)N(Cc3ccccc3)C2)cc1F (stereo unspecified)	1	2	0.0	-2	-1	1	-14	2	-0.4
O=C(NCCN1CCCC1)c1ccc2c(c1)N(Cc1ccc(F)cc1)C(=O)c1ccccc1S2=O (stereo unspecified)	-3	1	0.1	17	-3	0	-6	7	0.8
C=C(C)c1cccc(C(C)(C)NC(=O)N2CCOCC2)c1	-1	2	0.0	-16	2	0	2	-5	3.6
CCC(C)(C)n1nnnc1C(c1ccc(C)cc1)N(Cc1ccco1)Cc1cccs1 (stereo unspecified)	-2	2	-0.1	27	2	1	-5	-1	1.8
Cc1ccc(C(=O)NC(=S)NCc2cccnc2)cc1C	-5	-6	0.0	55*	3	4	5	-4	-0.2
Nc1cccc2c(=O)c3ccccc3[nH]c12	7	10	1.3	-2	29	0	7	41*	-3.5
COc1ccc2nc(NC(=O)C3CCCN(S(=O)(=O)c4cccc5nonc45)C3)sc2c1 (stereo unspecified)	4	1	0.1	-20	3	87*	6	3	-1.0
Cc1ccc(CNC(=O)C2CCCCC2C(=O)O)cc1 (stereo unspecified)	5	1	0.0	18	2	1	-6	-4	-1.9
CCc1ccc(S(=O)(=O)/N=C2/C=C(Sc3ncn[nH]3)C(=O)c3ccccc32)cc1	4	54*	0.1	-201	26	6	37*	32	.
Cc1ncn2cc(-c3ccc(Cl)cc3Cl)[nH]c(=O)c12	3	1	0.1	-1	11	0	0	1	-5.6
COc1cc(OC)c(OC)cc1/C=C1\CCC(C2CCCC2)C1=O (stereo unspecified)	2	9	0.0	17	7	2	6	2	1.6
CCN(CC(=O)Nc1ccc(S(=O)(=O)N2CCCCC2)cc1)Cc1ccccc1	-5	-2	0.1	1	10	0	14	4	-0.4
O=C(c1ccc(CS(=O)(=O)c2ccc(Br)cc2)o1)N1CCN(C2CCCCC2)CC1	2	1	-0.1	36	5	4	-2	-3	1.8
COc1ccc(-n2c(NCCN(C)C)nc3sc4c(c3c2=O)CCCCC4)cc1	5	0	-0.1	7	4	1	7	9	0.7
O=C(CSCc1cccc(Br)c1)N/N=C/c1ccc2c(c1)OCO2	-2	2	0.0	-7	0	32	-7	2	0.4
COC(OC)c1ccnc(-c2ccc(OC(=O)c3ccccc3)cc2)n1	7	1	0.1	-5	1	2	0	-2	0.5
Cc1cc(N/C(=N/S(=O)(=O)c2ccc(F)cc2)c2ccccc2)n(-c2ccccc2)n1	-2	4	-0.3	-2	2	3	5	-8	-0.2
COc1ccc(CCC(C)Nc2cccc(F)c2)cc1 (stereo unspecified)	0	-1	0.1	3	2	0	1	1	-1.6
CNC(=S)NN(C)c1nc(C)cc(C)n1	0	2	1.9	8	8	0	2	1	-0.5
Cc1ccc(S(=O)(=O)N2CCN(C(=O)CN3CCCC3)C2)cc1	4	2	0.0	1	0	2	1	1	2.2
O=C(O)C1Cc2ccccc2CN1S(=O)(=O)c1ccccc1 (stereo unspecified)	-2	-5	-0.2	-7	2	2	4	-9	2.2
